Bioassay records deposited in PubChem by several laboratories.
M17LAP inhibition – P. falciparum M17LAP inhibitors, primary screen, biochemical, fluorogenic H-Leu-NHMec substrate, 1536-well (AID 1619) | hit rate 0.38% among 220,000 | recombinant M17LAP, H-Leu-NHMec fluorogenic kinetic assay; higher % means a stronger effect | inhibition, % at 30 µM; hits with a dose series show IC50 in µM;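 active = compound inhibiting the enzyme by more than half at any dose during confirmatory dose-response retesting; inconclusive = strong single-dose inhibitors picked by rank but not retested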;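 note: plate controls were full reaction with DMSO carrier for no effect and no enzyme background for full effect; strong numbers were not always called active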
LYP phosphatase – PTPN22 lymphoid phosphatase activity blockers – biochemical, fluorescence intensity, uHTS (AID 1779). recombinant LYP phosphatase, fluorescence intensity; higher % means a stronger effect. hit rate 0.054% among 290,000. inhibition, % at 11.5 µM, or IC50 in µM where a hit was titrated;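 note: plate controls were vehicle with enzyme for no effect and no enzyme for full effect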
Lipid droplet – modulators of hepatic lipid droplet formation | AID 1656 | AML12 mouse hepatocytes, oleate lipid droplets, BODIPY imaging | inhibition, % at 6.5 µM | hit rate 0.4% among 240,000;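 active = lipid droplet intensity inhibited by at least 50%, with more than 500 cells counted; inconclusive = wells with under 300 cells, treated as cytotoxic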
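Assay system: AML12 hepatocytes (mouse) / Also added: 100 µM oleic acid challenge / Times: overnight treatment with compound plus oleate / Detection: high-content imaging of BODIPY-stained droplets and DAPI nuclei / Evaluation: % inhibition of lipid droplet signal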
P. falciparum M1AAP – P. falciparum M1AAP inhibitors, biochemical, fluorogenic H-Leu-NHMec substrate, 1536-well (AID 1445) | hit rate 0.42% among 220,000 | recombinant M1AAP, H-Leu-NHMec fluorogenic kinetic assay; higher % means a stronger effect | inhibition, % at 30 µM, or IC50 in µM where a hit was titrated;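 active = primary inhibition above the hit cutoff, then over 50% inhibition at one or more dose response concentrations, cut at about 23% in these data, passing the limit was not always enough; inconclusive = conflicting primary data, or primary hits not chosen for dose response; inactive = low primary inhibition, or under 50% at every dose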;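 note: plate controls were DMSO full reaction for no effect and no enzyme background for full effect; strong numbers were not always called active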
XIAP displacement – small molecules displacing peptide from XIAP – biochemical, IAP family, fluorescence polarization (AID 1018) | XIAP BIR domain, fluorescence polarization peptide displacement; higher % means a stronger effect | one-dose displacement, % at 20 µM; IC50 in µM for titrated hits | hit rate 0.007% among 200,000; in the data active = displacement above about 50%; note: a part of the inactive calls stands beside numbers as strong as those of hits
Siah-1 displacement – blockers of Siah-1 interaction with plectin peptide – biochemical, fluorescence polarization, rhodamine-plectin, uHTS, primary screen (AID 1817); Siah-1 / rhodamine-plectin peptide fluorescence polarization; higher % means a stronger effect; displacement, % at 20 µM, or IC50 in µM where a hit was titrated; hit rate 0.02% among 290,000;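 active = displacement of at least 50% at 20 µM, with a fluorescence ratio check between 0.3 and a set limit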;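 note: plate controls were Siah plus tracer with DMSO for no effect and tracer alone without Siah for full effect; strong numbers were not always called active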
AID2073 – disruptors of CaV2.2 binding to Mint1 – biochemical, HTRF (AID 2073); HTRF protein-protein interaction, Mint1-CaV2.2; higher % means a stronger effect; inhibition, % at 20 µM; hits with a dose series show IC50 in µM; hit rate 0.19% among 290,000; in the data active = inhibition mostly above about 51%, no sharp cut-off; inconclusive = no clear call, values can overlap the other calls; inactive = mostly below about 53%; note: some results filed as inactive read as strong as hits
CSM14.1 death rescue – protection against thapsigargin-triggered cell killing – 384-well, CSM14.1, ATP luminescence, primary screen (AID 1222); cellular ATP content (survival), % at 20 µM, or EC50 in µM where a hit was titrated; 190,000 tested, under 10 active; CSM14.1 thapsigargin-induced death rescue, ATP luminescence; higher % means a stronger effect;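 active = EC50 below 50 µM in the dose-response confirmation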;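 note: death triggered by thapsigargin at about 15 µM added after 2 h compound pretreatment; cell ATP read after overnight thapsigargin exposure of roughly 18 to 22 hours; normalized against plate controls of thapsigargin alone and 5% DMSO vehicle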
NOD2 inhibition – NOD2 signaling inhibitors, cell-based, luminescence, uHTS, HEK293 (AID 1566). hit rate 0.63% among 290,000. HEK293 NOD2/NF-kB luciferase reporter, luminescence; higher % means a stronger effect. one-dose inhibition, % at 4 µM; EC50 in µM for titrated hits; note: many of its hits are not listed in these tables
Lipid droplet cells 6.5 µM – also measured in Lipid droplet; calls as there; cell count; measured here: cell count, cytotoxicity flag;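 cells counted across two imaged fields per well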
Active calls of the source: *; ? = inconclusive; nt = no result given. Cut-off read from the data, not from the text of the source, unless noted: active = inhibition above about 50%; inactive = the rest.

Values in the order – CSM14.1 death rescue, XIAP displacement, LYP phosphatase, Lipid droplet, AID2073, P. falciparum M1AAP, Lipid droplet cells 6.5 µM, Siah-1 displacement, M17LAP inhibition, NOD2 inhibition
- Cc1ccc(S(=O)(=O)N2CCN(S(=O)(=O)N3CCC(C)CC3)CC2)c(C)c1
 : nt, nt, -10%, -6, 12%, nt, 765, -3%, nt, 17%
- Cc1nnc(N/N=C/C(C)c2ccccc2)[nH]c1=O (stereo not drawn)
 : nt, nt, -8%, 7, 5%, 0%, 694, 11%, 12%, 15%
- CCc1nc(-c2ccccc2O)n(-c2ccccc2)n1
 : -1.2%, -5.3%, 1%, 1, 0%, -2%, 791, -2%, -8%, 2%
- CSc1nc(-c2ccc(Cl)cc2)nn1C(=O)c1ccco1
 : -0.6%, -4.6%, 77%*, -2, 9%, 0%, 750, 0%, -4%, -1%
- CCOc1ccc(-n2c(=O)[nH]cc(C(=O)N3CCCc4ccccc43)c2=O)cc1
 : 10%, -4.1%, 0%, nt, ?, 3%, nt, 3%, 6%, -6%
- Clc1nc(CN2CCCCC2)nc2sc3c(c12)CCC3
 : -0.3%, -3.0%, -2%, 0, 0%, 5%, 635, 0%, 6%, 6%
- O=C(Nc1nccs1)C1CCN(S(=O)(=O)c2cccnc2)CC1
 : -0.9%, -8.0%, 2%, nt, 3%, -4%, nt, 3%, -8%, -12%
- CCOC(=O)c1cc(-c2ccccc2)sc1NC(=O)CSc1nnc(N)s1
 : -0.9%, 1.2%, 7%, 20, 18%, 11%, 638, 6%, 1%, 14%
- Cc1c(CN(C)Cc2cn(C)nc2-c2ccccc2F)[nH]c2ccccc12
 : -2.3%, -2.5%, -5%, 7, -6%, 3%, 601, 3%, 7%, 21%
- O=c1oc2c(O)cccc2cc1-c1nc2ccccc2[nH]1
 : nt, nt, -9%, 13, ?, nt, 846, -4%, nt, -216%
- CCN(CC)C(=O)CSc1nnc(COc2cccc(C)c2)n1C
 : 0.8%, -13%, 4%, 14, -7%, -3%, 588, 2%, -4%, 1%
- CC(C)[C@H](NC(=O)c1ccccc1)C(=O)OCC(=O)/C=C1/N(C)c2ccccc2C1(C)C
 : 0.5%, -4.8%, -1%, -98, 3%, 8%, 552, -2%, 2%, 13%
- Cc1ccccc1Cc1c(C)nc2c(C(=O)NCc3ccco3)cnn2c1C
 : -0.3%, -3.6%, 6%, nt, 25%, 8%, nt, -2%, -1%, 7%
- CC(NS(=O)(=O)c1ccc2c(c1)OCCO2)c1ccccc1 (stereo not drawn)
 : -0.8%, -10%, -11%, 4, -1%, 5%, 649, 3%, 1%, 13%
- O=C(COC(=O)Cn1cnc2ccccc2c1=O)Nc1ccc2c(c1)OCO2
 : 0.2%, -1.8%, -4%, 7, 4%, -3%, 684, -3%, 1%, 14%
- O=C(Nc1cccc(S(=O)(=O)N2CCOCC2)c1)c1cnn2c(C(F)F)cc(-c3ccccc3)nc12
 : 8.6%, -3.9%, -4%, 17, 40%, 3%, 656, 5%, -1%, 8%
- Cc1cccc(Nc2c(-c3ccc(O)cc3)nc3ncccn23)c1
 : -5.9%, -3.6%, -1%, -6, 17%, 10%, 717, 8%, -3%, -10%
- O=C(CNS(=O)(=O)c1ccccc1)NCC(=O)OCc1ccc(Br)cc1
 : -1.6%, -3.9%, 0%, -2, 18%, 0%, 699, 6%, 3%, -1%
- O=C(COc1ccccc1)N1CCN(S(=O)(=O)c2cccc([N+](=O)[O-])c2)CC1
 : 1.5%, -4.5%, -5%, -12, -3%, 1%, 697, 0%, 5%, 1%
- N#Cc1ccc(OCc2nnc3n2CCCCC3)cc1
 : -0.8%, -7.9%, -4%, -11, 8%, -1%, 669, 1%, -1%, 8%
- CC(C)(O)C#Cc1ccc(C(=O)N2CCN(c3ccc(F)cc3)CC2)cc1
 : -0.3%, -2.0%, -8%, -12, 13%, -6%, 639, 7%, -7%, 10%
- Cc1cc(N2Cc3ccccc3C2)ccc1C=O
 : nt, nt, -12%, -1, 8%, nt, 789, -10%, nt, -1%
- O=C(NCCc1ccccc1)/C(=C\c1ccccc1)NC(=O)c1ccco1
 : nt, nt, -4%, 2, 8%, nt, 808, 2%, nt, 8%
- CS/C(=C\[N+](=O)[O-])Nc1ccc(OC(F)(F)F)cc1
 : -0.8%, -4.0%, 1%, 12, -8%, 5%, 650, 2%, 2%, 0%
- O=C(COC(=O)/C=C/c1ccc(Br)o1)NCCCN1CCCC1=O
 : -1.2%, -3.2%, -4%, 7, 30%, 2%, 699, 4%, 30%, 10%
- O=C(/C=C/c1cccc([N+](=O)[O-])c1)NC(=S)Nc1cccc(NC(=O)c2ccccc2Cl)c1
 : 0.6%, 1.6%, 3%, 9, 15%, 3%, 711, 15%, -8%, 10%
- COc1ccc(-n2c(=S)[nH]c3cc(C(=O)NCc4ccco4)ccc3c2=O)c(OC)c1
 : 1.8%, -7.2%, -2%, 0, -44%, 5%, 808, -6%, 7%, -1%
- O=C(NCc1ccco1)N1c2ccccc2Sc2ccccc21
 : 0.7%, -3.0%, -2%, 1, 2%, 9%, 747, -7%, 6%, 33%
- O=C(CC1SC(=Nc2ccccc2)N(Cc2ccccn2)C1=O)Nc1ccc(Br)cc1 (stereo not drawn)
 : -8.7%, -1.3%, -4%, 2, -3%, 2%, 651, -5%, -4%, 21%
- C#CCn1c(S(=O)(=O)Cc2ccc(C)cc2)nc(-c2ccccc2)c1-c1ccccc1
 : -0.3%, 1.2%, -2%, nt, 0%, 7%, nt, 2%, 11%, -47%
- CCc1nnc(NC(=O)c2ccc(NS(=O)(=O)c3ccccc3)cc2)s1
 : -4.3%, -3.0%, -5%, -7, 7%, 8%, 697, 1%, 10%, 16%
- Cc1ccc(NC(=O)CSc2ncc3ccccn23)cc1
 : 4.6%, -11%, -8%, -11, 1%, 5%, 659, -13%, 7%, 6%
- CCN1C(=O)C2C(c3cccc(F)c3)NC(CC)(C(=O)OC)C2C1=O (stereo not drawn)
 : 0.2%, -3.8%, -6%, nt, 10%, -3%, nt, 0%, -1%, 4%
- CC(=O)NC(C1C(=O)CC(C)(C)CC1=O)(C(F)(F)F)C(F)(F)F
 : nt, -6.3%, -2%, -13, 2%, -4%, 498, 3%, -11%, -7%
- COc1ccc(CCNC(=O)CCc2cn(C)c3ccccc23)c(OC)c1
 : nt, nt, -6%, 16, 9%, nt, 811, -1%, nt, 29%
- O=C(Cn1nc(-c2ccco2)ccc1=O)Nc1cc(C(F)(F)F)ccc1Cl
 : nt, nt, -8%, -44, 14%, nt, 651, 8%, nt, 5%
- c1coc(CNc2nc(-c3cccs3)cs2)c1
 : -0.9%, -1.7%, 2%, 3, 20%, 10%, 730, -4%, 8%, -8%
- CCOc1ccc(CN2CCNC(=O)C2CC(=O)NCCCOc2cccnc2)cc1 (stereo not drawn)
 : nt, nt, -7%, 17, 0%, nt, 729, 9%, nt, 7%
- O=c1c(Cc2ccc(F)cc2)c(O)ccn1Cc1cccc(Cl)c1
 : -3.0%, -2.1%, -1%, 4, 3%, 5%, 703, -2%, 12%, 12%
- CC(=O)Nc1ccc(C23CC4CC(CC(C4)C2)C3)cc1
 : nt, nt, -3%, -1, -8%, nt, 765, 4%, nt, 0%
- COc1cccc2sc(N(CCN(C)C)C(=O)c3ccc(S(=O)(=O)N4CCCC4)cc3)nc12
 : nt, nt, -12%, -6, 4%, nt, 713, -3%, nt, 6%
- S=c1[nH]nc(Cc2sc(-c3ccccc3)nc2-c2ccccc2)o1
 : -0.5%, -15%, -4%, 17, 7%, -4%, 771, 0%, -101%, -8%
- O=C1/C(=C/C=C/c2ccccc2)Oc2c1ccc(O)c2CN1CCN(CCO)CC1
 : nt, nt, -2%, 4, 18%, 16%, 725, -1%, 17%, -6%
- N#CCCn1c(SCC(=O)NCc2ccco2)nc2ccccc21
 : -1.4%, -8.3%, -4%, 17, -12%, 8%, 831, -2%, -5%, 4%
- Cc1ccc(N2CCN(S(=O)(=O)c3ccc(F)c(C)c3)CC2)c(C)c1
 : -1.3%, -1.2%, -6%, 13, ?, 15%, 779, 2%, 3%, 9%
- Cc1ccc2oc(C(=O)NCc3ccc(S(N)(=O)=O)cc3)cc(=O)c2c1
 : nt, nt, -7%, -5, -1%, nt, 793, -5%, nt, 3%
- CC(C)(C)C(=O)N(Cc1ccccc1)c1ccccn1
 : 0.1%, 0.5%, -6%, -6, 3%, -2%, 667, 13%, -5%, 9%
- CN(C)c1ccc(CN2CCCCC2)cc1
 : -0.1%, -4.0%, -10%, 5, -4%, 9%, 782, 4%, -12%, 10%
- Cc1nc(-c2ccccc2)cc(=O)[nH]1
 : 1.4%, 0.8%, -4%, nt, -2%, -7%, nt, -1%, 3%, 2%
- COc1cccc(C(=O)NCc2ccc3c(c2)cc(C)n3C)c1
 : -0.6%, -3.1%, -4%, 24, 29%, 1%, 683, 7%, 10%, 10%
- COc1ccc(NC(=O)NNC(=O)c2ccc(-c3ccccc3)cc2)cc1
 : nt, nt, -4%, -1, 30%, nt, 831, 20%, nt, -11%
- COc1ccc(-c2[nH]ncc2-c2cnc(C)s2)c(O)c1
 : 0.1%, -4.0%, -1%, nt, -5%, -1%, nt, 0%, 5%, 8%
- CCCCCCn1nc(C(=O)OCC(=O)c2c(N)n(C)c(=O)n(C)c2=O)c2ccccc2c1=O
 : nt, -1.0%, 7%, 0, 12%, -2%, 728, -4%, 3%, 10%
- COc1cccc2cc(C(C)N(CCCN3CCOCC3)C(=O)Nc3ccccc3)oc12 (stereo not drawn)
 : -0.7%, 0.9%, -5%, nt, -6%, 1%, nt, 4%, 8%, 4%
- CN(C)/C=C/C(=O)c1ccc(Br)s1
 : 0.4%, -4.3%, -5%, 10, -2%, -3%, 664, -4%, 13%, -31%
- O=C(COC(=O)c1cnc(Cl)c(Cl)c1)NCc1ccc2c(c1)OCO2
 : 4.0%, -6.2%, -3%, -2, 4%, -3%, 578, 2%, 5%, 4%
- O=C(CCC(=O)OCc1ccc(C(=O)Oc2ccc(Cl)cc2)cc1)Nc1ccccc1
 : -2.1%, -6.3%, -4%, -4, 33%, -9%, 546, 0%, 2%, 18%
- CCOC(=O)CSc1n[nH]c(NS(=O)(=O)c2ccccc2C(F)(F)F)n1
 : -0.1%, -19%, -4%, -22, 0%, 3%, 523, -1%, 3%, 4%
- O=C(CCN1C(=O)C2C3C=CC(C3)C2C1=O)Nc1ccccc1 (stereo not drawn)
 : -0.3%, -1.9%, -11%, 3, -8%, -2%, 728, -2%, -4%, 17%
- O=C(CCNC(=O)c1ccc([N+](=O)[O-])cc1)Nc1ccccc1N1CCCC1
 : nt, nt, -8%, 13, -6%, nt, 707, -7%, nt, 1%
- Cc1ccccc1OCCC(=O)OCC(=O)Nc1ccc(C(N)=O)cc1
 : nt, nt, -1%, -2, -12%, 5%, 746, -6%, 3%, -9%

This is a subset; the hit share may differ from the screen's.
